Screening data (PubChem)
VLA-4 antagonist: inhibitors of LDV-FITC ligand binding to Mn2+-activated human VLA-4 integrin; Jurkat cells, LDV-FITC binding with Mn2+, flow cytometry; 100% = Mn2+-driven binding gain fully reversed; inhibition, % at 10 µM (by protocol); 0.2% of 24,000 active; AID 529;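 active = inhibition above 50%; inconclusive = compound itself fluorescent, judged against control cell fluorescence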;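 note: 0% = Mn2+ stimulated cells lacking compound and 100% = ligand binding without Mn2+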
Target sequence (P13612 whole entry, looked up): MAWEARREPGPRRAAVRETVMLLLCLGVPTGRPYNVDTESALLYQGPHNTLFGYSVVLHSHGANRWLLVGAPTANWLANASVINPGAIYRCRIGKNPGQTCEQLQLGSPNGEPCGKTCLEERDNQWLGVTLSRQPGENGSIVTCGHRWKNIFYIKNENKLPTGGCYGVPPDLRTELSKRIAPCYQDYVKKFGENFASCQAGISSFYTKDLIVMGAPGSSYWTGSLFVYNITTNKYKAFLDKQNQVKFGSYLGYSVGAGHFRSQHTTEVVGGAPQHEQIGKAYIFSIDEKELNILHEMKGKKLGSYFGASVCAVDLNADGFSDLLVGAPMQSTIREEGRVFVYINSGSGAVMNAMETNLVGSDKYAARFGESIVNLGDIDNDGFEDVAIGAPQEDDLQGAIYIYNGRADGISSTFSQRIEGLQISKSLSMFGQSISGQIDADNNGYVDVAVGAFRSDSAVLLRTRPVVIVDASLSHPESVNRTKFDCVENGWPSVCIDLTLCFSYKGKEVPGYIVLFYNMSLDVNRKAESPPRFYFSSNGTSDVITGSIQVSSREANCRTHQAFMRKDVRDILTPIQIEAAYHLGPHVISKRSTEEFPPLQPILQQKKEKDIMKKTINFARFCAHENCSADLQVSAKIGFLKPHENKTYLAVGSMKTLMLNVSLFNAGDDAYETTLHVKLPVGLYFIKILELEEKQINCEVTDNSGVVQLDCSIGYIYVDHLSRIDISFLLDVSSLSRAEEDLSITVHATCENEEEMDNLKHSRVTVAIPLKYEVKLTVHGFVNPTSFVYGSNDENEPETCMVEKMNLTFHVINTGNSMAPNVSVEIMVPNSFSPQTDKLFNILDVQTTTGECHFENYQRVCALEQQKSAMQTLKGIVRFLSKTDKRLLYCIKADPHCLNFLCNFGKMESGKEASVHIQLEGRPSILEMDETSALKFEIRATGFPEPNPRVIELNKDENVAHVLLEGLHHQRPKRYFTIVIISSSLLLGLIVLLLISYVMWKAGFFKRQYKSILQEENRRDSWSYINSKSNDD
Prostate diff: promotes differentiation of LNCaP prostate cells; 0.56% of 24,000 active; flow cytometry side scatter, 4 d; side scatter shift, % at 10 µM; AID 795;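 active = side scatter shift above 30%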;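 note: androgen-responsive LNCaP prostate cancer cells in charcoal-stripped serum medium; percent of cells past a gate set so DMSO wells show 10% shift; higher shift means more granular cells and more differentiation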
VLA-4 allo ag: allosterically activates the human VLA-4 integrin; activation, % at 10 µM (by protocol); 24,000 tested, under 10 active; P13612; Jurkat cells, LDV-FITC binding, flow cytometry;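 active = fluorescent ligand binding to cells raised by more than 40% of the manganese-induced maximum; inconclusive = compound's own fluorescence above 85% of the ligand control signal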;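 note: 0% = ligand binding without compound and 100% = manganese-stimulated maximal binding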
Autofluor Jurkat: autofluorescence counter-screen for VLA-4 integrin assays; Jurkat cells, compound autofluorescence, flow cytometry; active compounds read high; 1 = vehicle-only cell background; fluorescence ratio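 (tested at 10 µM compound in the well)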; 0.61% of 24,000 active; AID 576;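 active = fluorescence ratio above 2.44, which is 1 plus 3 SD of all ratios; inconclusive = signal too bright to measure linearly, ratio around 10 or more; inactive = fluorescence ratio below 2.44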;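 note: green fluorescence of cells measured with 488 nm excitation and 530 nm emission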
An asterisk follows results filed as active; ? = inconclusive. These rows are one share of the data, so the mix of outcomes need not match the whole.

SMILES	VLA-4 antagonist	Prostate diff	VLA-4 allo ag	Autofluor Jurkat
COC(=O)C1(C)NC(=O)c2ccccc2N1 (stereo not drawn)	12	6	1	1.1
CN(C(=O)COc1cc(=O)n(C)c2ccccc12)c1cccc(Cl)c1	4	10	-3	1.1
COc1ccccc1CCNC(=O)CSc1nc(-c2ccco2)cc(C(F)(F)F)n1	-19	1	-1	1
CCC1(NC(C)=O)CC2CC1CC2NC(C)=O (stereo not drawn)	-10	4	-2	1.1
Cc1nnc(N(C)C(=O)Cc2ccc3c(c2)OCO3)s1	11	12	-3	0.94
COCCNC(=O)C(c1cccs1)N(C(=O)Cn1nnc2ccccc21)c1ccccc1 (stereo not drawn)	-15	2	0	1.1
COc1cccc(-c2cc(C(F)(F)F)n3nc(N)nc3n2)c1	-28	26	12	1.1
O=C(Cn1nnc(-c2ccc(S(=O)(=O)N3CCCC3)cc2)n1)NCC1CCCO1 (stereo not drawn)	?	3	?	1
COc1ccccc1S(=O)Cc1ccc(C(=O)NC2CCCC2)o1 (stereo not drawn)	0	12	0	1.1
O=C(C1CCCN(S(=O)(=O)c2ccc(F)cc2)C1)N1CCCC1 (stereo not drawn)	-9	7	4	1
CC1(C)CC(=O)c2cnc(NC(=O)CSc3nc4ccccc4o3)nc2C1	-13	5	3	1
CCN1C(=O)/C(=C/N2CCc3ccccc32)SC1=S	-24	17	6	1.1
O=C(c1cc(-c2cccc(O)c2)on1)N1CCN(C(c2ccccc2)c2ccccc2)CC1	14	4	-1	1
CCSc1nnc(NC(=O)c2ccccn2)s1	-4	14	7	1.1
O=C(NCC12CC3CC(CC(C3)C1)C2)c1cc2n(n1)C(C(F)(F)F)CC(c1ccco1)N2 (stereo not drawn)	?	1	?	3.5*
CCOC(=O)N1CCN(C(=O)CSCC(=O)Nc2nc(-c3ccc(OC)cc3)cs2)CC1	-7	4	-16	1.1
CCCc1[nH]nc2c1C(c1cccc(OC(=O)c3ccco3)c1)C(C#N)=C(N)O2 (stereo not drawn)	11	7	-4	1.1
CC(C)CCn1c(=O)c2ccccc2n2c(CN(C)Cc3ccccc3)nnc12	-16	3	4	0.97
CCOc1ccc(OCC)c(NC(=O)CN(c2ccc(C)cc2)S(=O)(=O)c2c(C)noc2C)c1	11	3	-3	1.1
CCOC(=O)c1sc(NC(=O)CSc2ncn(-c3ccccc3)n2)nc1C	13	11	-9	1.1
Cc1ccc2nc(NC(=O)CCNS(=O)(=O)c3cccs3)sc2c1	30	1	-6	0.99
CC1=CCC2C(=O)N(c3nc(C)cc(C)n3)C(=O)C2C1 (stereo not drawn)	-4	13	0	1
CCOc1ccc(N2C(=O)c3cccnc3C2=O)cc1	5	5	1	1.1
Cc1cccc(-n2c(N)cc(=O)nc2SCC(=O)Nc2ccccc2)c1	?	0	?	1.1
O=C1OCCC1Sc1ncnc2sccc12 (stereo not drawn)	7	9	-3	1
CN(CC(=O)N1CCCCC1)S(=O)(=O)c1cccc2cccnc12	-6	5	2	0.99
O=C(O)CCC(=O)N1CCN(c2ccccn2)CC1	-13	5	0	1
CC(C)c1nnc(NC(=O)CCC(=O)NCc2ccc3c(c2)OCO3)s1	-15	6	1	1.1
Cc1c(NC(=O)c2ccc(COc3ccc4ccccc4c3)o2)c(=O)n(-c2ccccc2)n1C	26	2	-22	1.2
COc1ccccc1NC(=O)Cn1nnc(-c2ccccc2NC(=O)c2ccco2)n1	-30	17	-8	0.94
Cc1ccc(S(=O)(=O)N(CCO)c2cc3c(s2)CCCC3)cc1	?	5	?	1.2
CCOc1ccc(NC2c3ccccc3C(=O)N2c2ccc(Cl)cn2)cc1 (stereo not drawn)	-24	23	-1	0.81
COc1ccc(S(=O)(=O)NCC(c2cccnc2)N2CCN(c3ccccc3)CC2)cc1C (stereo not drawn)	?	7	?	1.5
CCn1c(=O)cc(OCC(=O)NCCCN2CCN(c3cccc(Cl)c3)CC2)c2ccccc21	33	27	-15	1.3
NC(=O)C1CCN(C(=O)c2ccc(CS(=O)(=O)c3c(Cl)cccc3Cl)o2)CC1	19	2	-1	1
COC(=O)C1(C(F)(F)F)N=C(N(C)C)OC(N(C)C)=N1	-24	13	2	1
CCOc1cc(C(=O)Nc2ccc(S(=O)(=O)Nc3cc(C)on3)cc2)cc(OCC)c1OCC	18	6	1	0.98
O=C(Cn1cc2c(n1)CCCC2)Nc1ccccc1Cl	-4	10	1	1.1
CCSc1nnc(NC(=O)c2cc(C)oc2C)s1	-26	10	7	1
O=C(COc1ccccc1)NCC(c1cccs1)N1CCOCC1 (stereo not drawn)	-4	12	-4	1.1

Molecules shown so far that contain a thiophene ring, fused or not, in the order listed:
SMILES	VLA-4 antagonist	Prostate diff	VLA-4 allo ag	Autofluor Jurkat
COCCNC(=O)C(c1cccs1)N(C(=O)Cn1nnc2ccccc21)c1ccccc1 (stereo not drawn)	-15	2	0	1.1
Cc1ccc2nc(NC(=O)CCNS(=O)(=O)c3cccs3)sc2c1	30	1	-6	0.99
O=C1OCCC1Sc1ncnc2sccc12 (stereo not drawn)	7	9	-3	1
Cc1ccc(S(=O)(=O)N(CCO)c2cc3c(s2)CCCC3)cc1	?	5	?	1.2
O=C(COc1ccccc1)NCC(c1cccs1)N1CCOCC1 (stereo not drawn)	-4	12	-4	1.1

(further entries)
SMILES	VLA-4 antagonist	Prostate diff	VLA-4 allo ag	Autofluor Jurkat
COc1ccc(N2C(=O)C3CCCN3C2c2ccc(C)cc2)cc1 (stereo not drawn)	2	14	2	1
O=C(CCCCCn1c(=O)[nH]c2ccsc2c1=O)NCc1cccs1	5	6	-1	1
COc1ccccc1C(=O)Nc1ccccc1C(=O)N1CCCC1	-18	15	-1	0.95
COC(=O)c1ccccc1NC(=O)C1CC(c2ccc(F)cc2)=NO1 (stereo not drawn)	2	3	7	1.1
CCCC(=O)Nc1ncnc2c1ncn2[C@@H]1O[C@@H]2COP(=O)(O)O[C@H]2[C@H]1OC(=O)CCC	-11	4	6	1
CCOC(=O)N1CCC(NC(=O)c2cc(-c3ccc(F)cc3)[nH]c2C)CC1	34	8	-8	1.1
COc1ccccc1S(=O)(=O)Cc1ccc(C(=O)NC2CCCCC2)o1	-4	6	0	1.1
Cc1ccc2c(c1)N(CCC(=O)NCc1ccccn1)C(=O)CO2	-15	11	5	0.97
Cc1ccc(Cn2ccc(NC(=O)c3noc4c3CCCC4)n2)cc1	14	11	-13	1
COc1cccc(C2C(C(N)=O)=C(C)Nc3nc(-c4cccc(Cl)c4)nn32)c1 (stereo not drawn)	39	5	8	1
CC1COC(c2cccn2Cc2ccccc2Cl)=N1 (stereo not drawn)	11	7	3	1
Fc1cccc2sc(Nc3nnc(-c4ccco4)o3)nc12	-17	15	8	1.1
Cc1ccc(C)c(N2CCN(C(=O)CCNC(=O)Cn3ccc4ccccc4c3=O)CC2)c1	8	13	-3	1.1
CCC(C)NC(=O)C1CCN(S(=O)(=O)c2cccnc2)CC1 (stereo not drawn)	2	4	3	0.94
CN(CCC#N)C(=O)Cn1nc(Cc2ccncc2)c2ccccc2c1=O	-6	9	3	0.99
Cc1cc(N2CCN(c3cccc(C(F)(F)F)c3)CC2)n2ncnc2n1	-2	5	-10	1.1
CCN(C(=O)c1cn(C)c(=O)c2cc(OC)c(OC)cc12)c1cc(C)ccc1C	-13	4	1	0.98
COc1ccc(C2N(C(=O)CN3CCOCC3)CCN2S(=O)(=O)c2ccccc2)cc1 (stereo not drawn)	-11	13	-9	1
Cc1nc(C)c(C(=O)Nc2cccc(Cl)c2)o1	21	24	-1	1.1
O=C1c2ccccc2-c2nc3ncnn3c(-c3ccccc3)c21	15	40*	-9	1.4
COc1ccc(CNC(=O)CCCCCn2c(SCC#N)nc3cc4c(cc3c2=O)OCO4)cc1	-2	3	-2	1.1
CC(C)N(CCNC(=O)C1CCN(S(=O)(=O)N2CCOCC2)CC1)Cc1ccccc1	10	9	6	1.1
Cc1ccc(NC(=O)Cn2nnc(C(=O)Nc3ccc(C)c(C)c3)c2N)cc1	0	7	1	1.1
Cc1ccc(S(=O)(=O)NC(C)C(=O)Nc2ccc(C(N)=O)cc2)cc1 (stereo not drawn)	5	7	12	0.96
O=c1oc2ccccc2c2c1ncn2-c1ccccc1	-18	2	-2	0.99
CCOC(=O)Cc1cc(=O)n2[nH]c(C)c(-c3ccc(OC)cc3)c2n1	-8	2	-2	1.1
CCCCOc1ccc(C(=O)OC(C)CN(C)C)cc1 (stereo not drawn)	14	8	0	1.1
COc1ccc(CN(C(=O)CN2C(=O)COc3ccccc32)C2CCCC2)c(OC)c1	-1	17	2	0.97
Cc1c(NC(=O)c2ccc3c(c2)OCO3)cccc1-c1nc2ncccc2o1	-6	1	0	1.1
COc1ccc(-n2ncc3c(N4CCC(C)CC4)ncnc32)cc1	-11	2	7	1

Of the compounds above, these have a CF3 group:
SMILES	VLA-4 antagonist	Prostate diff	VLA-4 allo ag	Autofluor Jurkat
COc1ccccc1CCNC(=O)CSc1nc(-c2ccco2)cc(C(F)(F)F)n1	-19	1	-1	1
COc1cccc(-c2cc(C(F)(F)F)n3nc(N)nc3n2)c1	-28	26	12	1.1
O=C(NCC12CC3CC(CC(C3)C1)C2)c1cc2n(n1)C(C(F)(F)F)CC(c1ccco1)N2 (stereo not drawn)	?	1	?	3.5*
COC(=O)C1(C(F)(F)F)N=C(N(C)C)OC(N(C)C)=N1	-24	13	2	1
Cc1cc(N2CCN(c3cccc(C(F)(F)F)c3)CC2)n2ncnc2n1	-2	5	-10	1.1

Remaining list, next part
SMILES	VLA-4 antagonist	Prostate diff	VLA-4 allo ag	Autofluor Jurkat
C=CCn1c(C)cc(C(=O)CSc2nc3ccccc3c(=O)[nH]2)c1C	3	10	-5	1.3
CCCS(=O)(=O)N1CCCC(C(=O)NCCCN2CCN(c3ccccc3F)CC2)C1 (stereo not drawn)	0	10	0	1.1
CCOc1ccc(OCCCCN(C)C)cc1	-22	5	1	0.99
Cc1c2c(n3c(nc4ccccc43)c1C#N)N(Cc1cccnc1)CC2	?	7	?	1.3
CCn1c(SCC(=O)Nc2nc3ccccc3s2)nc2c(c1=O)SC(C)C2 (stereo not drawn)	3	0	-5	0.99
CC1Cc2ccccc2N1CC(=O)NC(=O)NCc1ccco1 (stereo not drawn)	-13	12	2	0.99
O=S(=O)(c1ccc(C2=CSC3=NCCN23)cc1)N1CCOCC1	-6	19	3	1.1
O=C(NCc1ccc2c(c1)OCO2)C1CCN(S(=O)(=O)c2cccc3nsnc23)CC1	5	15	-3	1.1
Cc1cccc(NC(=O)CS(=O)(=O)c2cn(C)c3ccccc23)c1C	-5	2	4	0.96
COc1ccccc1-n1c(=O)[nH]c2c(C(N)=O)nc(CC(C)C)nc21	-4	2	4	1.1
COc1ccc(OC)c(NC(=O)c2cnc3ccccn3c2=O)c1	-10	16	-1	1.1
